Screens (PubChem)
KOR beta-arrestin-1 – KOR antagonists, beta-arrestin recruitment, cell-based, luminescence, uHTS (AID 1778) | KOR beta-arrestin recruitment, luminescence, antagonist mode; higher % means a stronger effect | one-dose inhibition, % at 10 µM; IC50 in µM for titrated hits | actives 0.091% (n = 290,000); in the data active means inhibition above about 50%; further: strong numbers were not always called active
West Nile virus CPE – West Nile virus antiviral activity, cell-based, CPE readout (AID 1621). West Nile virus-infected cells, CPE inhibition; higher % means a stronger effect. actives 0.02% (n = 290,000). CPE inhibition, % at 10 µM, or IC50 in µM where a hit was titrated; in the data active means a potency from the dose series; further: strong numbers were not always called active
Salmonella PhoP GFP – inhibitors of PhoP regulon expression, primary screen, Salmonella Typhimurium, GFP reporter (AID 1863) | S. Typhimurium PhoP-regulated promoter GFP reporter, 4 h; higher % means a stronger effect | inhibition, % at 50 µM; hits with a dose series show IC50 in µM | actives 0.16% (n = 300,000);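 active means inhibition over 29.93%, a cutoff 3 SD above the screen mean, later confirmed by dose response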;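 further: 0% = low Mg2+ inducing control and 100% = high Mg2+ repressing control; strong numbers were not always called active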
T cell HTS – modulators of CD8 T cell-vesicle binding, primary screen, mouse 2C CD8+ T cells, flow cytometry; 2C CD8+ T cell-vesicle binding; active compounds read low; calls only at 7 µM; actives 0.068% (n = 330,000); AID 2052, 2009;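 active means response, share of CD8 T cells binding vesicles, and their 90th percentile fluorescence all below set limits, cut at about 80% in these data, passing the limit was not always enough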
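Test system: purified 2C TCR transgenic mouse naive CD8+ T cells. Probe or stimulus: QL9-peptide-loaded Drosophila micro-vesicles bearing Ld, ICAM-1 and B7-1. Incubation: binding step 1.5 h, 37 °C, antibody labelling 20 min, ice. Measured by: flow cytometry of vesicle-bound cells.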
KOR beta-arrestin-2 – KOR agonists, beta-arrestin recruitment, primary screen, cell-based, luminescence, uHTS (AID 1777); Kappa-type opioid receptor (Homo sapiens); KOR beta-arrestin recruitment, luminescence; higher % means a stronger effect; activation, % at 10 µM, or EC50 in µM where a hit was titrated; actives 0.02% (n = 280,000); in the data active means activation above about 50%, passing the limit was not always enough; further: a part of the inactive calls stands beside numbers as strong as those of hits
GPR35 arrestin U2OS – GPR35 antagonists blocking zaprinast-driven arrestin recruitment, primary screen, imaging, U2OS, beta-arrestin-GFP, zaprinast agonist (AID 2058); G-protein coupled receptor 35 (Homo sapiens); U2OS GPR35 beta-arrestin-GFP translocation imaging, zaprinast antagonism; higher % means a stronger effect; one-dose inhibition, % at 10 µM; IC50 in µM for titrated hits; actives 0.052% (n = 290,000);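 active means inhibition of at least 50% with at least 30 cells and total cytoplasm GFP at most 10,000,000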
NTR1 ag – agonists of NTR1, primary screen, imaging, U2OS cells, beta-arrestin-GFP, high content (AID 493036) | activation, % at 20 µM | actives 0.17% (n = 330,000) | NTR1-U2OS beta-arrestin-GFP spot imaging, agonist mode | Neurotensin receptor type 1 (Homo sapiens), P30989;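 active means activation at or above 40% of the spot to cytoplasm intensity ratio, with at least 20 cells analyzed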;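 further: 0% = DMSO without peptide and 100% = 100 nM NTR1 peptide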
Target sequence (P30989 whole entry, looked up): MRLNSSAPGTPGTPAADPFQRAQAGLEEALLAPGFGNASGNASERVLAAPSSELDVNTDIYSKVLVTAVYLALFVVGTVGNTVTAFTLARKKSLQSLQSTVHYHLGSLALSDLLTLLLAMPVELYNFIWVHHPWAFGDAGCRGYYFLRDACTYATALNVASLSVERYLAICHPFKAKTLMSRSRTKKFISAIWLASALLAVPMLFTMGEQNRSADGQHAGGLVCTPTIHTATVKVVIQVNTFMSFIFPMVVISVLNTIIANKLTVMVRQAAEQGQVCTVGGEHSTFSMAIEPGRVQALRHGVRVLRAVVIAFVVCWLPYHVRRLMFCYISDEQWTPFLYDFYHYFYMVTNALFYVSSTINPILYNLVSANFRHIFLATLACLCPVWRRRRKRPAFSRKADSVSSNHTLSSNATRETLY
GPR55 beta-arrestin – GPR55 agonists via beta-arrestin recruitment, primary screen, imaging, U2OS cells, beta-arrestin-GFP redistribution (AID 1961); U2OS GPR55 beta-arrestin-GFP redistribution imaging; higher % means a stronger effect; activation, % at 10 µM; hits with a dose series show EC50 in µM; actives 0.048% (n = 290,000);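 active means activation above 40% with more than 50 cells counted in the well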;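 further: U2OS osteosarcoma cells stably expressing GPR55 and beta-arrestin-GFP; plate controls were DMSO negative control for no effect and LPI positive control for full effect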
GPR55 antagonists – GPR55 antagonists blocking LPI-driven arrestin recruitment, primary screen, imaging, U2OS, beta-arrestin-GFP, LPI agonist (AID 2013). inhibition, % at 10 µM; hits with a dose series show IC50 in µM. U2OS GPR55 beta-arrestin-GFP translocation imaging, LPI antagonism; higher % means a stronger effect. actives 0.13% (n = 290,000);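 active means spots per cell inhibited over 60%, with over 100 cells counted and total cytoplasm intensity under 500,000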;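 further: U2OS cells stably carrying GPR55 and arrestin-GFP stimulated by 5 µM LPI near EC80; imaged beta-arrestin-GFP aggregate spots per cell after agonist stimulation; plate controls were LPI-stimulated DMSO wells for no effect and DMSO wells without LPI for full effect; some results filed as inactive read as strong as hits; confirmed hits need IC50 under 10 µM and bright autofluorescent wells are also inconclusive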
T cell HTS vesicle-bound % – recorded beside T cell HTS, whose call it bears; double positive events, %; measured here: CD8+ vesicle-bound cell fraction;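 binding gate set so that unloaded-vesicle control wells show 10% double positive cells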
NTR1 ag cell count 20 µM – also measured in NTR1 ag; calls as there; cell count; measured here: cell count, cytotoxicity flag
Numbers without * were called inactive; i = inactive; nt = not tested or not shown; [ ] = dose if it differs, or a comment. Not a hit list. Share with any hit: about 0.62%.

SMILES | KOR beta-arrestin-1 | West Nile virus CPE | Salmonella PhoP GFP | T cell HTS | T cell HTS vesicle-bound % | KOR beta-arrestin-2 | GPR35 arrestin U2OS | NTR1 ag | NTR1 ag cell count 20 µM | GPR55 beta-arrestin | GPR55 antagonists
O=C(O)C1C2C=CC3(CN(Cc4ccncc4)C(=O)C13)O2 (centres undefined) | -32% | -0.2% | -4% | i | 18 | 0.3% | 0% | -0.1 | 105 | 0.4% | 2%
Cc1ccc2cc(C3CC(c4ccco4)=NN3S(C)(=O)=O)c(Cl)nc2c1 (centres undefined) | 6% | -0.6% | -6% | i | 21 | 1.4% | -4% | 3.9 | 51 | -0.1% | -6%
COc1ccc(Nc2cc(C)nc(NCc3ccccc3)n2)cc1 | -16% | -1.4% | 97µM* | i | 58 | 1.9% | -1% | 11 | 52 | -0.1% | 4%
CNC(=O)COC(=O)c1cc(=O)[nH]c2ccccc12 | 15% | -0.1% | 9% | i | 8 | -1.3% | 1% | -1.3 | 72 | 0.0% | nt
CC(=O)Nc1ccc(S(=O)(=O)NC(CC(=O)O)c2ccc(C)cc2)cc1 (centres undefined) | 18% | 0.3% | -6% | i | 35 | 1.6% | -4% | 1.4 | 45 | -0.2% | 7%
NS(=O)(=O)c1ccc(CCNC(=O)C2COc3ccccc3O2)cc1 (centres undefined) | -22%[20 µM] | 0.0% | 1% | i | 61 | 13% | -8% | 1.8 | 66 | 0.3% | 5%
COc1ccc(C2CC3(CC(C)(C)NC(=S)N3)Oc3cc(O)cc(C)c32)cc1OC (centres undefined) | -16% | -0.8% | -7% | i | 65 | -2.1% | 1% | 0.9 | 50 | 0.1% | -7%
Cc1cc(C)n(-c2nc3c(c(=O)[nH]c(=O)n3C)n2Cc2ccccc2)n1 | -29% | 0.3% | 3% | i | 25 | 0.3% | -4% | 0.1 | 36 | 0.3% | 2%
CC1CCCC(C)N1C(=O)C1CC(c2ccc(F)cc2)=NO1 (centres undefined) | 23% | -0.9% | 6% | i | 55 | -0.1% | 2% | 3.1 | 50 | -0.3% | 23%
CN(Cc1ccccc1)C(=O)CCC1CCN(C(=O)c2ccccc2C(F)(F)F)CC1 | -8% | -1.2% | -3% | i | 20 | 3.2% | 0% | 0.7 | 72 | -0.2% | -2%
O=C1C(C2=NC(C(=O)O)C3C(=O)N(c4ccccc4)C(=O)C23)=C(O)c2ccccc21 (centres undefined) | 7% | 0.1% | 1% | i | 52 | -5.3% | 1% | 1.2 | 66 | -0.1% | -1%
Cc1ccc(-c2ccccc2)n1-c1cccc(C(=O)O)c1 | 24% | 0.1% | -6% | i | 27 | 4.3% | 20% | 0.8 | 57 | 0.2% | -6%
Cc1ccccc1CSCC(=O)NC(=O)NCc1ccco1 | 32% | -0.2% | 4% | i | 19 | 4.1% | 14% | 0.7 | 50 | 0.3% | 13%
O=C(NC1CCCCC1)N1CCSC1=Nc1ccccc1 | -32% | -0.4% | 11% | i | 39 | 6.7% | -4% | 35 | 80 | -0.2% | 16%
CC(=O)Nc1ccc(NC(=O)Cc2ccc(-c3ccccc3)cc2)cc1 | -16% | -0.5% | -6% | i | 27 | 4.1% | -16% | -0.2 | 69 | -0.2% | 5%
Cc1ccc2c(c1)-c1cc(C)nn1C(c1sccc1C)N2 (centres undefined) | 15% | -1.1% | 2% | i | 8 | 0.4% | 12% | 5.7 | 47 | 0.1% | 3%
O=C(O)/C=C/c1cn(-c2ccccc2)nc1-c1ccccc1 | 18% | -0.1% | 1% | i | 49 | -7.6% | -10% | -0.4 | 98 | 0.0% | 5%
CCSC(C)CC1CC(=O)CC(=O)C1 (centres undefined) | -9% | -0.3% | -2% | i | 57 | 14% | 4% | 1.5 | 44 | -0.2% | 4%
c1ccc(CCn2nnnc2CN2CCN(C3CCCC3)CC2)cc1 | 5% | -0.2% | 12% | i | 9 | 5.3% | -1% | -3.9 | 90 | -0.2% | -12%
O=C(c1ccccc1)c1ccc(Oc2ccc(C(=O)O)c(C(=O)O)c2)cc1 | -8%[20 µM] | -0.4% | 4% | i | 61 | 13% | -2% | -1.0 | 69 | 0.0% | -9%
N/C(=N\OC(=O)Cc1ccc(Cl)cc1)c1cccnc1 | -9% | -0.1% | 32% | nt | nt | -0.6% | 9% | 2.3 | 53 | -0.1% | 23%
Cc1noc(C)c1C(=O)N(CC(=O)NC1CCCC1)Cc1ccccc1F | -33% | 0.2% | -5% | i | 26 | -2.1% | -12% | 1.0 | 52 | -0.3% | 2%
Nc1ccc(C(=O)Nc2nccs2)cc1 | -34% | 0.0% | 0% | i | 44 | 3.2% | -13% | -1.3 | 77 | -0.2% | 14%
COc1ccc(NC(=O)CSc2nc3ccccc3nc2N2CCOCC2)c(OC)c1 | -28%[20 µM] | 0.1% | nt | i | 40 | -1.9% | -6% | 7.8 | 54 | 0.0% | -8%
COc1ccc(OC)c(C2/C(=C(\O)c3ccc4c(c3)OCCO4)C(=O)C(=O)N2CC2CCCO2)c1 (centres undefined) | -17% | -0.1% | 6% | i | 58 | -2.9% | -2% | 0.4 | 64 | 0.3% | -2%
(more compounds)
SMILES | KOR beta-arrestin-1 | West Nile virus CPE | Salmonella PhoP GFP | T cell HTS | T cell HTS vesicle-bound % | KOR beta-arrestin-2 | GPR35 arrestin U2OS | NTR1 ag | NTR1 ag cell count 20 µM | GPR55 beta-arrestin | GPR55 antagonists
S=c1nc2ccccc2c2nc(-c3ccccc3Cl)[nH]n12 | 4% | -0.7% | -4% | i | 35 | 7.5% | 2% | 2.0 | 36 | -0.1% | -2%
COc1ccccc1N1CCN(Cc2ccc(OC)c(OC)c2OC)CC1 | -48% | -0.9% | 3% | i | 32 | 5.5% | 14% | 1.5 | 86 | -0.1% | 8%
C/C(=N\NC(=O)c1ccc(NS(=O)(=O)c2cccs2)cc1)c1ccc2c(c1)OCO2 | -6% | 0.0% | -2% | i | 28 | 0.3% | -4% | -0.3 | 55 | 0.1% | 8%
O=C(O)c1cccc(CSc2ncccn2)c1 | -6% | 0.5% | -18% | i | 60 | -1.2% | -10% | 0.3 | 51 | 0.0% | 9%
COCC1CCN(C(=O)c2ccc3oc(Cc4ccccc4)nc3c2)C1 (centres undefined) | 18% | -1.2% | -3% | i | 36 | -1.3% | -9% | 0.9 | 53 | 0.3% | 18%
CN(C)C(=O)NC1C=CS(=O)(=O)C1 (centres undefined) | -7% | 0.5% | 3% | i | 45 | 14% | 4% | nt | nt | -0.3% | 42%
CCN(CC)C(=O)Cn1cc(S(=O)(=O)CC(=O)N2CC(C)OC(C)C2)c2ccccc21 (centres undefined) | -4% | 0.0% | -3% | i | 24 | 1.6% | -11% | 0.2 | 68 | -0.1% | 2%
CC(C)C(=O)Nc1nnc(S(=O)(=O)N2CCCCCC2)s1 | -35%[20 µM] | -0.1% | nt | i | 44 | -5.1% | -5% | -1.4 | 64 | -0.1% | -2%
CCCCNc1ncnc2c1cnn2-c1ccc(C)cc1C | -27% | 0.2% | -6% | i | 54 | -0.2% | -10% | -0.1 | 89 | -0.1% | 8%
C=CC(O)(C#CCN(CC)CC)c1ccccc1 (centres undefined) | 21% | -0.1% | -1% | i | 24 | -2.8% | 5% | -0.3 | 69 | -0.1% | 6%
COc1ccc(/C=C2/CCOC2=O)cc1 | -22% | 0.1% | 27% | i | 56 | -2.4% | -14% | 0.3 | 38 | 0.8% | 20%
COCCn1c(SCc2nc3sc(C(=O)OC)c(C)c3c(=O)[nH]2)nc2ccccc21 | 3% | 0.2% | 3% | i | 20 | -4.1% | 4% | 1.2 | 95 | -0.3% | -6%
CCC(COC(=O)Nc1cccc(C)c1)NC(=O)OCC(C)C (centres undefined) | -38% | -0.7% | 2% | i | 52 | 4.4% | -2% | 0.4 | 30 | -0.1% | 7%
Cn1cc(CCNC(=O)CCc2nnc(CCCCc3ccccc3)o2)cn1 | -46%[20 µM] | -0.3% | 4% | i | 65 | -1.2% | 8% | 1.3 | 36 | -0.1% | -1%
Cc1nc2ccc([N+](=O)[O-])cc2c(=O)n1Cc1ccc(Cl)cc1 | -13%[20 µM] | -0.7% | -1% | i | 53 | -4.4% | 5% | 1.5 | 57 | 1.2% | -9%
CCc1ccccc1NC(=O)COc1ccc2c(c1)OCO2 | -10% | -1.0% | 2% | i | 46 | -7.8% | 5% | 1.3 | 40 | 0.1% | 9%
CC1(C)C(=O)OC(C(=O)c2ccccc2)C(C)(C)C1=O (centres undefined) | 24% | 0.3% | -9% | i | 58 | 6.8% | -3% | 1.2 | 73 | -0.2% | -3%
N/C(=N\OC(=O)CC1CCCCC1)c1cccc([N+](=O)[O-])c1 | 8% | -0.3% | -2% | i | 36 | -3.2% | -10% | 1.3 | 72 | -0.2% | 9%
CC(=O)N1c2ccc(S(=O)(=O)N3CCCC(C(=O)Nc4cc(C)cc(C)c4)C3)cc2CC1C (centres undefined) | -10%[20 µM] | -0.6% | nt | i | 23 | -1.1% | 2% | -2.0 | 49 | -0.1% | -4%
COc1cc(OC)cc(C(=O)N2CCN(C3CCN(Cc4ccccc4)CC3)CC2)c1 | 19% | -0.3% | 0% | i | 28 | -4.3% | 4% | 0.3 | 50 | -0.2% | 1%
COCCN1Cc2cccc(C(=O)Nc3cccc(C)c3C)c2C1=O | 28% | -0.1% | 11% | i | 31 | 8.0% | 16% | 6.1 | 62 | -0.1% | -2%
O=[N+]([O-])c1nn(-c2ccc(Cl)cc2)n(O)c1=NCc1cccnc1 | -5% | -0.1% | 24% | i | 13 | 1.3% | -2% | 0.6 | 50 | -0.6% | 5%

Rewritten as labelled records: entries from further up.
> N/C(=N\OC(=O)CC1CCCCC1)c1cccc([N+](=O)[O-])c1
  KOR beta-arrestin-1: 8%
  West Nile virus CPE: -0.3%
  Salmonella PhoP GFP: -2%
  T cell HTS: i
  T cell HTS vesicle-bound %: 36
  KOR beta-arrestin-2: -3.2%
  GPR35 arrestin U2OS: -10%
  NTR1 ag: 1.3
  NTR1 ag cell count 20 µM: 72
  GPR55 beta-arrestin: -0.2%
  GPR55 antagonists: 9%
> C/C(=N\NC(=O)c1ccc(NS(=O)(=O)c2cccs2)cc1)c1ccc2c(c1)OCO2
  KOR beta-arrestin-1: -6%
  West Nile virus CPE: 0.0%
  Salmonella PhoP GFP: -2%
  T cell HTS: i
  T cell HTS vesicle-bound %: 28
  KOR beta-arrestin-2: 0.3%
  GPR35 arrestin U2OS: -4%
  NTR1 ag: -0.3
  NTR1 ag cell count 20 µM: 55
  GPR55 beta-arrestin: 0.1%
  GPR55 antagonists: 8%
